# STK33 kin inh: blocks human STK33 kinase activity. ADP-Glo luminescence, MBP substrate. inhibition, % at 12.5 µM. hit rate 0.44% among 27,000. AID 2322; in the data active = inhibition above about 20%
# Target sequence (Q9BYT3 whole entry, looked up): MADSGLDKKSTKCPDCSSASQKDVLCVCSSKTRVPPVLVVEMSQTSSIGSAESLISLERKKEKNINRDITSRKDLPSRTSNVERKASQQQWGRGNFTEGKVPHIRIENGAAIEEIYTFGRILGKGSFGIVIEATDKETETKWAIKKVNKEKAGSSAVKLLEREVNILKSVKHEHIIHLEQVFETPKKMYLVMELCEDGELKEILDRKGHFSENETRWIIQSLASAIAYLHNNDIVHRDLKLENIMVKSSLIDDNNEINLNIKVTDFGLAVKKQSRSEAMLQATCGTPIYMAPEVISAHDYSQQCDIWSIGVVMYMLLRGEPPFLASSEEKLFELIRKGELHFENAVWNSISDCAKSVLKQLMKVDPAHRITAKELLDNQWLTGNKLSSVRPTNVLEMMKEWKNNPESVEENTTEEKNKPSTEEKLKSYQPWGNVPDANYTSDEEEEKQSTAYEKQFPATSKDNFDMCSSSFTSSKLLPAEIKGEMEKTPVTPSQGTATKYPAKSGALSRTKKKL
# mut p53 react: re-activators of the mutant p53 pathway; SW480 PUMA-promoter luciferase, p53 mutant reactivation; AID 624151; hit rate 1.5% among 28,000; activation, % at 9.98 µM; in the data active = activation above about 52%
# An asterisk follows results filed as active; / = no result given.
SMILES,STK33 kin inh,mut p53 react
Cc1cccc(-n2c(SCC(=O)c3ccccc3)nnc2-c2ccncc2)c1C,-1,11
CSc1nsc(SCC(=O)c2ccc([N+](=O)[O-])cc2)n1,2,-17
O=C(CSc1nnc(C2COc3ccccc3O2)n1-c1ccccc1)c1ccc([N+](=O)[O-])cc1 (centres undefined),0,9
O=C(CN1C(=O)c2cccc3cccc1c23)Nc1ccccc1C(=O)N1CCCC1,0,-9
Cc1ccc(S(=O)(=O)Nc2ccc3c(c2)CC(=O)N([C@@H](C)CO)C[C@H](C)[C@H](CN(C)C(=O)Nc2ccc4c(c2)OCO4)O3)cc1,3,/
CN(C)CCCCNC(=O)[C@@H]1C[C@@H]2C(=O)NCC(=O)N2[C@@H]1c1ccc(O)cc1,-3,/
CS(=O)(=O)Nc1ccc2c(c1)[C@H]1C[C@@H](CC(=O)NCc3cc(F)ccc3F)O[C@H](CO)[C@H]1O2,/,-2
COC(=O)c1c(NC(=S)NCc2ccccn2)sc2c1CCC2,4,68*
C(=C\c1ccccc1)/C=N/N1CCN(Cc2cccc3ccccc23)CC1,/,18
COc1cccc(S(=O)(=O)N(C)C[C@H]2OCc3cn(nn3)CCCC(=O)N([C@H](C)CO)C[C@H]2C)c1,-7,/

# Profiles from above. Values in the order: STK33 kin inh | mut p53 react
# O=C(CSc1nnc(C2COc3ccccc3O2)n1-c1ccccc1)c1ccc([N+](=O)[O-])cc1 (centres undefined) is listed as 0 | 9
# Cc1cccc(-n2c(SCC(=O)c3ccccc3)nnc2-c2ccncc2)c1C is listed as -1 | 11
# CS(=O)(=O)Nc1ccc2c(c1)[C@H]1C[C@@H](CC(=O)NCc3cc(F)ccc3F)O[C@H](CO)[C@H]1O2 is listed as / | -2
# CSc1nsc(SCC(=O)c2ccc([N+](=O)[O-])cc2)n1 is listed as 2 | -17
# O=C(CN1C(=O)c2cccc3cccc1c23)Nc1ccccc1C(=O)N1CCCC1 is listed as 0 | -9

# New compounds follow
SMILES,STK33 kin inh,mut p53 react
Cc1onc(-c2ccccc2Cl)c1C(=O)NCc1nc(-c2ccccc2)no1,-5,-4
CC1CCc2c(sc(NC(=O)c3cc4n(n3)C(C(F)(F)F)CC(c3ccco3)N4)c2C(N)=O)C1 (centres undefined),6,8
COc1ccc(C(C)C)cc1S(=O)(=O)NCc1ccccn1,4,-5
C[C@H]1CN([C@@H](C)CO)C(=O)Cc2cc(NC(=O)NC3CCCCC3)ccc2O[C@@H]1CN(C)CC1CC1,-3,/
COc1ccc(CCNC(=O)c2ccc3c(=O)n(CC4CCCO4)c(=S)[nH]c3c2)cc1OC (centres undefined),-3,/
O=C(CCO)c1ccc(O)cc1,-8,1
O=C(CN1C(=O)c2cccc3cccc1c23)NCc1ccco1,1,8
COc1ccc(NC(=O)N(C)C[C@H]2Oc3ccc(NS(=O)(=O)c4ccc(F)cc4)cc3CC(=O)N([C@@H](C)CO)C[C@H]2C)cc1,0,/
C[C@H](CO)N1C[C@H](C)[C@H](CN(C)Cc2ccc(Cl)c(Cl)c2)Oc2ccc(NC(=O)Cc3ccccc3)cc2CC1=O,0,-3
CS(=O)(=O)N(CC(=O)Nc1ccc(Br)cc1)c1cc(Cl)c(Cl)cc1Cl,4,-24

# Among those listed so far, 2 have a nitro group on carbon.
SMILES,STK33 kin inh,mut p53 react
CSc1nsc(SCC(=O)c2ccc([N+](=O)[O-])cc2)n1,2,-17
O=C(CSc1nnc(C2COc3ccccc3O2)n1-c1ccccc1)c1ccc([N+](=O)[O-])cc1 (centres undefined),0,9

# (further entries)
SMILES,STK33 kin inh,mut p53 react
C/C=C/c1cnc2c(c1)C(=O)N([C@H](C)CO)C[C@@H](C)[C@@H](CN(C)Cc1ccc3c(c1)OCO3)O2,/,2
Cc1noc(C)c1S(=O)(=O)Nc1ccc2c(c1)CC(=O)N([C@@H](C)CO)C[C@@H](C)[C@H](CN(C)S(=O)(=O)c1ccccc1)O2,/,-6
CC(C)NC(=O)N(C)C[C@H]1Oc2ccc(NC(=O)Cc3ccccc3)cc2CC(=O)N([C@@H](C)CO)C[C@@H]1C,-7,/
Cn1c(SCC(=O)Nc2ccc(Cl)cc2Cl)nc2ccccc2c1=O,4,-8
C[C@H](CO)N1C[C@H](C)[C@H](CN(C)C(=O)CN2CCOCC2)Oc2cc(C#Cc3cccc(F)c3)ccc2S1(=O)=O,/,-5
COc1ccc(S(=O)(=O)Nc2ccc3c(c2)CC(=O)N([C@H](C)CO)C[C@@H](C)[C@H](CN(C)Cc2ccc(Cl)c(Cl)c2)O3)cc1,3,/
CCC(=O)N(C)C[C@H]1Oc2cc(C#Cc3ccccn3)ccc2S(=O)(=O)N([C@@H](C)CO)C[C@@H]1C,/,13
C[C@@H]1CN([C@H](C)CO)C(=O)c2cc(NS(=O)(=O)c3cn(C)cn3)ccc2O[C@@H](C)CCCCO[C@@H]1CN(C)CC1CC1,/,15
COc1ccc(C#Cc2ccc3c(c2)[C@]2(C(=O)N3)[C@H](C(N)=O)[C@H]3C(=O)O[C@H](c4ccccc4)[C@H](c4ccccc4)N3[C@@H]2c2ccccc2OCCO)cc1,15,/
Cc1cc(=O)[nH]c(SCCOc2cccc(Cl)c2)n1,6,31
c1ccc(N2CCN(CCCOc3ccc4c(c3)OCO4)CC2)cc1,-3,/
C[C@H](CO)N1C[C@H](C)[C@H](CN(C)C(=O)c2ccc3ccn(C)c3c2)OCc2cn(nn2)CCCC1=O,0,-7
COc1ccc(NC(=O)N(C)C[C@@H]2Oc3ccc(NC(=O)NC(C)C)cc3CC(=O)N([C@H](C)CO)C[C@H]2C)cc1,/,8
O=C(CCCOc1ccc(Cl)cc1Cl)Nc1ccccc1[N+](=O)[O-],1,2
C[C@H]1CN([C@@H](C)CO)C(=O)c2cc(NS(=O)(=O)c3ccccc3)ccc2O[C@@H]1CN(C)Cc1ccc(C(=O)O)cc1,4,/
COC(=O)C[C@H]1C[C@H]2c3cc(NC(=O)C4CCC4)ccc3O[C@H]2[C@@H](CO)O1,/,10
Cc1ccc(S(=O)(=O)N(C)CC(=O)Nc2cccc(C#N)c2)cc1,0,-3
Cc1cc(C)c(C)c(OCC(=O)NCc2cccnc2)c1,-1,-1
CC(C)NC(=O)Nc1ccc2c(c1)CC(=O)N([C@H](C)CO)C[C@H](C)[C@H](CN(C)Cc1ccc3c(c1)OCO3)O2,-1,/
Cc1noc(C)c1NC(=O)N(C)C[C@H]1OCCCC[C@H](C)Oc2ccc(NC(=O)CCC(F)(F)F)cc2C(=O)N([C@@H](C)CO)C[C@H]1C,/,0
C[C@@H]1CN([C@@H](C)CO)C(=O)CCCn2cc(nn2)CO[C@@H]1CN(C)C(=O)Nc1ccc(N2CCCCC2)cc1,0,4
O=C(O)COc1ccc(OCCNC[C@@H](O)COc2ccccc2)cc1,/,6
C[C@@H]1CN([C@@H](C)CO)C(=O)c2cccc(NS(C)(=O)=O)c2O[C@H]1CN(C)S(=O)(=O)c1cccs1,/,-4
O=C(Nc1ccccc1)c1ccc(S(=O)(=O)NCc2ccncc2)cc1,3,-22
Cc1noc(C)c1NC(=O)N(C)C[C@@H]1OCCCC[C@@H](C)Oc2ccc(N(C)C)cc2C(=O)N([C@@H](C)CO)C[C@@H]1C,/,8
C=CC1C(OC2OC(CO)C(O)C(O)C2O)OC=C(C(=O)OC)C1CC1CC(=O)CC(CC(=O)CCc2ccc(O)cc2)O1 (centres undefined),-4,6
CCOC(=O)CNC(=O)c1cc2nc(-c3ccc(Cl)s3)cc(C(F)(F)F)n2n1,-2,19
COc1ccc(C#Cc2cnc3c(c2)C(=O)N([C@H](C)CO)C[C@H](C)[C@H](CN(C)C(=O)Nc2ccc(F)cc2)O3)cc1OC,2,/
COCCOC(=O)N1C(=O)[C@@]2(c3ccccc31)[C@H](c1ccc(OCCO)cc1)N1[C@H](c3ccccc3)[C@H](c3ccccc3)OC(=O)[C@H]1[C@@H]2C(=O)N1CCN(c2ncccn2)CC1,0,/
C[C@@H]1CN([C@H](C)CO)C(=O)Cc2cc(NC(=O)CCN3CCOCC3)ccc2O[C@@H]1CN(C)C(=O)Nc1ccc(F)cc1,2,21
CCOC(=O)c1c(NC(=O)COc2ccc(Cl)cc2C)sc2c1CCC2,0,16
Cc1c(NC(=O)CSc2nnnn2-c2ccc(F)cc2)c(=O)n(-c2ccccc2)n1C,1,-16
COc1ccc(NC(=O)Nc2cccc3c2O[C@H](CN(C)S(=O)(=O)c2ccc(Cl)cc2)[C@@H](C)CN([C@@H](C)CO)C3=O)cc1,/,12
C[C@H]1CN([C@@H](C)CO)C(=O)c2cccc(NC(=O)C3CCOCC3)c2O[C@@H]1CN(C)Cc1ccc(C(F)(F)F)cc1,/,-8
C[C@H]1CN([C@@H](C)CO)C(=O)c2cc(NS(=O)(=O)c3ccccc3)ccc2O[C@H]1CN(C)CC1CCCCC1,0,/
C[C@@H]1CN([C@@H](C)CO)C(=O)Cc2cc(NS(=O)(=O)c3ccccc3)ccc2O[C@@H]1CN(C)C(=O)NC1CCCCC1,0,7
COc1ccc(S(=O)(=O)Nc2ccc3c(c2)CC(=O)N([C@H](C)CO)C[C@@H](C)[C@@H](CN(C)CC2CCCCC2)O3)cc1,0,/
C[C@H]1CN([C@@H](C)CO)C(=O)CCCn2nncc2CO[C@H]1CN(C)S(=O)(=O)c1ccc(F)cc1,-4,/
COc1cc(C(F)(F)F)cc(C(F)(F)F)c1C(=O)N1CCC(C(=O)c2ccc(Cl)cc2)CC1,/,-1
Cc1cc(C)c(NC(=O)CSc2nnc(-c3ccncc3)n2C)c(C)c1,-6,-9

# 2 entries picked at random from those above, as already listed:
SMILES,STK33 kin inh,mut p53 react
COC(=O)C[C@H]1C[C@H]2c3cc(NC(=O)C4CCC4)ccc3O[C@H]2[C@@H](CO)O1,/,10
C[C@H](CO)N1C[C@H](C)[C@H](CN(C)C(=O)CN2CCOCC2)Oc2cc(C#Cc3cccc(F)c3)ccc2S1(=O)=O,/,-5

# (next part)
SMILES,STK33 kin inh,mut p53 react
C[C@@H]1CN([C@H](C)CO)C(=O)Cc2cc(NS(=O)(=O)c3ccccc3)ccc2O[C@@H]1CN(C)C(=O)Nc1ccc2c(c1)OCO2,-2,-2
COc1ccc(S(=O)(=O)Nc2ccc3c(c2)C(=O)N([C@H](C)CO)C[C@H](C)[C@@H](CN(C)C(=O)Nc2cccc4ccccc24)OCCCC[C@@H](C)O3)cc1,-2,/
Cc1noc(C)c1S(=O)(=O)Nc1ccc2c(c1)C(=O)N([C@@H](C)CO)C[C@H](C)[C@@H](CN(C)C)OCCCC[C@H](C)O2,/,-3
C[C@@H]1CN([C@H](C)CO)C(=O)Cc2cc(NC(=O)Nc3ccc(C(F)(F)F)cc3)ccc2O[C@H]1CN(C)Cc1ccncc1,0,-6
N#CC(OC1OC(COC2OCC(OC(=O)/C=C/c3ccc(OC4OC(CO)C(O)C(O)C4O)cc3)C(O)C2O)C(O)C(O)C1O)c1ccccc1 (centres undefined),0,-4
C[C@H](CO)N1C[C@H](C)[C@H](CN(C)C)Oc2ccc(NS(=O)(=O)c3cn(C)cn3)cc2CC1=O,-4,/
C[C@@H]1CN([C@@H](C)CO)C(=O)Cc2cc(NC(=O)CCC(F)(F)F)ccc2O[C@@H]1CN(C)S(=O)(=O)c1ccccc1,0,-4
C[C@@H]1CN([C@@H](C)CO)C(=O)CCCn2cc(nn2)CO[C@@H]1CN(C)S(=O)(=O)c1cn(C)cn1,2,-5
O=C(CCCCC(=O)Nc1c(I)cc(I)c(C(=O)O)c1I)Nc1c(I)cc(I)c(C(=O)O)c1I,-15,1
C[C@@H]1CCCCO[C@H](CN(C)C(=O)Nc2ccc(C(F)(F)F)cc2)[C@@H](C)CN([C@H](C)CO)C(=O)c2cc(NC(=O)NC3CCCCC3)ccc2O1,2,/
COCCOC(=O)N1C(=O)[C@@]2(c3ccccc31)[C@H](c1ccccc1OCCO)N1[C@H](c3ccccc3)[C@H](c3ccccc3)OC(=O)[C@H]1[C@@H]2C(N)=O,8,/
C[C@@H]1CCCCO[C@@H](CN(C)C(=O)NC2CCCCC2)[C@@H](C)CN([C@H](C)CO)C(=O)c2cc(N(C)C)ccc2O1,0,/
COc1ccc(S(=O)(=O)Nc2ccc3c(c2)C(=O)N([C@H](C)CO)C[C@H](C)[C@H](CN(C)C(=O)Nc2ccc4c(c2)OCO4)OCCCC[C@@H](C)O3)cc1,1,/
COCCNC(=O)C[C@@H]1C[C@H]2c3cc(N(C)C)ccc3O[C@H]2[C@H](CO)O1,/,0
C=C[C@](C)(O)CC/C=C(\C)C(=O)O[C@@H]1[C@@H]2O[C@]2(C)[C@H]2[C@H](O[C@@H]3O[C@H](CO)[C@@H](O)[C@H](O)[C@H]3O)OC=C[C@@]12OC(=O)/C(C)=C/CC[C@](C)(O)C=C,-2,8
C[C@H](CO)N1C[C@H](C)[C@H](CN(C)C(=O)Nc2ccc(C(F)(F)F)cc2)Oc2ccc(NC(=O)CCN3CCOCC3)cc2C1=O,-1,/
C[C@H]1CN([C@@H](C)CO)C(=O)CCCn2nncc2CO[C@@H]1CN(C)C(=O)Nc1ccccc1,7,/
C[C@H](CO)N1C[C@H](C)[C@@H](CN(C)Cc2ccc3c(c2)OCO3)Oc2ccc(NC(=O)c3ccncc3)cc2C1=O,1,/
C[C@@H]1CN([C@H](C)CO)C(=O)c2cc(NC(=O)Nc3ccc4c(c3)OCO4)ccc2O[C@H]1CN(C)C(=O)Nc1ccc(C(F)(F)F)cc1,/,-13
C[C@@H]1CCCCO[C@@H](CN(C)C(=O)Nc2cccc3ccccc23)[C@@H](C)CN([C@H](C)CO)C(=O)c2cc(NC(=O)Nc3ccccc3)ccc2O1,3,/
Cc1noc(C)c1S(=O)(=O)Nc1ccc2c(c1)C(=O)N([C@H](C)CO)C[C@@H](C)[C@@H](CN(C)C(=O)Cc1ccccc1)OCCCC[C@H](C)O2,/,-6
Cc1noc(C)c1NC(=O)N(C)C[C@H]1Oc2ccc(NC(=O)Cc3ccccc3)cc2C(=O)N([C@@H](C)CO)C[C@@H]1C,/,-15
Cc1ccccc1CN(C)C[C@H]1OCc2cn(nn2)CCCC(=O)N([C@H](C)CO)C[C@@H]1C,-1,/

# Bioassay records deposited in PubChem BioAssay by Broad Institute.

# These rows are one share of the data; rates above refer to the full screens.
